Source: PubChem
DAX1 inh-1: NR0B1 (DAX1) inhibition; inhibition, % at 6.75 µM; HEK293 Gal4-DAX1 luciferase reporter, luminescence; P51843; AID 504766; 340,000 tested, 0.99% active;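 active means inhibition above the mean over all tested compounds plus 3 SD, cut at about 4.2% in these data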;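 further: 0% = DAX1-transfected cells with DMSO and 100% = empty-vector control cells with DMSO; inhibition shows as a rise in luminescence from relieved DAX1 repression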
hcDAF12 agonist: H. contortus DAF-12 activation, primary screen. HEK293 hcDAF-12 lit1-tk-luc reporter, luminescence; 0% DMSO, 100% Δ7-dafachronic acid. activation, % at 6.8 µM. 370,000 tested, 1.4% active. AID 652067;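 active means activation above the mean of all tested compounds plus 3 SD, cut at about 5.5% in these data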;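 further: 100% = response to 3 µM Δ7-dafachronic acid high control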
hgDAF-12 ag: activates the H. glycines DAF-12 receptor ligand-binding domain. HEK293 GAL4-hgDAF12 UAS-luciferase reporter, agonist luminescence; normalized to butyrate control. activation, % at 6.8 µM. 370,000 tested, 1.8% active;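 active means activation above a cutoff set at the mean of all screened compounds plus 3 SD, cut at about 10% in these data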;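 further: 0% = DMSO wells and 100% = sodium butyrate wells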
GAA850 FXN act: activators of GAA850 frataxin (FXN) promoter | HEK293 lucGAA850 FXN promoter luciferase reporter, 24 h; percent of 10 µM SAHA response | activation, % at 6 µM | 360,000 tested, 0.56% active;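 active means activation above the average of all compounds screened plus 3 SD, cutoff fixed separately per campaign, cut at about 7.5% in these data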;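 further: 0% = DMSO wells and 100% = 10 µM SAHA wells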
NPR2 activator: GC-B (human) receptor activation. P20594. HEK293-GC-B cells, CNP EC30, cGMP TR-FRET; 0% at EC30 CNP, 100% saturating CNP. activation, % at 10 µM. 370,000 tested, 0.11% active. AID 1920062;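 active means activation at 10 µM reaching about 35% in either raw or pattern-adjusted values, limit read from the data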
SMARCA2 activ: SMARCA2 function activation, primary screen. MG213 cells, MMTV-luciferase reporter, dexamethasone, overnight. 370,000 tested, 1% active. activation, % at 9.1 µM; in the data active means activation above about 7.8%;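 further: 0% = vehicle wells and 100% = reference activator wells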
proKLK7 act: activates the human kallikrein-7 zymogen. activation, % at 7 µM. AID 652039. purified proKLK7, EDANS-DABCYL substrate fluorescence; 100% is mature enzyme control, 0% vehicle. 370,000 tested, 0.9% active. P49862;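 active means activation above the mean of all tested compounds plus 3 SD, computed per campaign excluding outliers beyond control limits, cut at about 13% in these data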
Target sequence (P49862 whole entry, looked up): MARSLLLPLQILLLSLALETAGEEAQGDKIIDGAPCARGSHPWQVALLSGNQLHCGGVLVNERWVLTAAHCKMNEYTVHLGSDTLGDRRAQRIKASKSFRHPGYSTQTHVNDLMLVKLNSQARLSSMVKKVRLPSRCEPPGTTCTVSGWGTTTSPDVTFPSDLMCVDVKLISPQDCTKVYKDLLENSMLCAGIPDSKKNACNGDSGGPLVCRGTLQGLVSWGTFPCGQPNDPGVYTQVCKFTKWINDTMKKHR
ssDAF-12 act: activators of S. stercoralis DAF-12 nuclear receptor; HEK293 ssDAF-12/GRIP1 lit1-tk-luc reporter, luminescence; % of 3 µM dafachronic acid response; activation, % at 6.8 µM; 370,000 tested, 1% active;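 active means activation above the mean over all tested compounds plus 3 SD, cut at about 0.9% in these data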;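 further: 0% = DMSO-only wells and 100% = 3 µM delta7-dafachronic acid wells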
DAX1 inh-2: inhibitors of DAX1 repression of SF-1 activated StAR promoter; HEK293T StAR-luciferase reporter, SF-1/DAX-1 repression relief; inhibition, % at 6.8 µM; 370,000 tested, 1.1% active; AID 652010;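 active means inhibition above the mean over all tested compounds plus 3 SD, cut at about 3.6% in these data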;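 further: 0% = DAX-1 cells with DMSO and 100% = cells lacking DAX-1 with DMSO; higher inhibition means more luminescence from relief of DAX-1 repression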
NPR1 activator: GC-A (human) enzyme activation. P16066. HEK293 GC-A cells, cGMP TR-FRET, EC30 ANP; 0% at EC30 ANP, 100% saturating ANP. activation, % at 10 µM. 370,000 tested, 0.14% active. AID 1671463; in the data active means activation above about 40%
HGIII-sPLA2 inh: Inhibits HGIII-sPLA2 liposome hydrolysis, primary screen; inhibition, % at 12.2 µM; Q9NZ20; 370,000 tested, 0.56% active; QFRET BODIPY PC-A2 liposome hydrolysis, fluorescence; AID 743126;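 active means inhibition above mean plus 3 SD of compounds lying within the high and low control bounds, cut at about 19% in these data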;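 further: 0% = median of test compound wells and 100% = no enzyme DMSO wells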
Target sequence (Q9NZ20 whole entry, looked up): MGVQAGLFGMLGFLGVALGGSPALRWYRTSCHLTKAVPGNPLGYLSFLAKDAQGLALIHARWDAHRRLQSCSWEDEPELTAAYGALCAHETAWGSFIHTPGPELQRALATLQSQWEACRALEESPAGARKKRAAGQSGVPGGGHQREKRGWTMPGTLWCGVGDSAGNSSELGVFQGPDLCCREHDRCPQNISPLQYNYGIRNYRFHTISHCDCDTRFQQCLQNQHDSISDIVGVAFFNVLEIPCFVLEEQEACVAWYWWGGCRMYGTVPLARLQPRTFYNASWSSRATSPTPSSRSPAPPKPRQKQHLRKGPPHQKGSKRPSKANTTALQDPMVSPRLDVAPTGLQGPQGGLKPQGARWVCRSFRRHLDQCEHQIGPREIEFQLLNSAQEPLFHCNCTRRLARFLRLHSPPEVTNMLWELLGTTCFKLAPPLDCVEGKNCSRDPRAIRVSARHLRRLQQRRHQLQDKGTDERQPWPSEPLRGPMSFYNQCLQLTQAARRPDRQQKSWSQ
Active calls of the source: *; . = not tested or not shown.

molecule	DAX1 inh-1	hcDAF12 agonist	hgDAF-12 ag	GAA850 FXN act	NPR2 activator	SMARCA2 activ	proKLK7 act	ssDAF-12 act	DAX1 inh-2	NPR1 activator	HGIII-sPLA2 inh
Cc1ccc(-c2c(NC(=O)c3ccccc3)nc3ncccn23)cc1	.	1.0	2.4	.	-1	5	8.4	-1.2	0.2	0	10
Oc1[nH]c2ccccc2c1N=Nc1ccc(F)cc1	1.5	4.0	12*	5.3	-1	5	97*	0.9	2.4	2	-9
COc1ccc(OC)c(NC(=O)C2(C)CCN2C(=O)CC2CC2)c1 (stereo not given)	.	0.4	0.5	0.5	4	3	-0.3	-1.4	1.1	4	1
O=C(/C=C/c1ccco1)N1CCN(S(=O)(=O)/C=C/c2ccccc2)CC1	-1.4	-0.8	-2.5	1.0	-1	-5	0.2	-1.2	-0.3	-10	-2
Cc1ccccc1S(=O)(=O)N1[C@@H](c2ccccc2)C(C(=O)O)=CC[C@H]1c1ccc(Cl)cc1	0.1	-0.6	0.0	-0.5	3	0	-0.6	-1.2	-0.3	-1	-25
COc1ccc(C(=O)O)nc1C	2.1	-0.3	1.5	0.6	-2	0	-0.8	-1.0	-0.3	0	2
CCCNC(=O)NS(=O)(=O)c1cnccc1Sc1ccc(Cl)c(Cl)c1	1.9	-1.4	2.7	0.7	5	1	0.4	-1.6	-0.5	4	-5
COc1ccccc1C(=O)Nc1nc(-c2ccc3c(c2)OCCO3)cs1	-0.5	-3.8	-2.1	0.6	-11	-4	-0.7	-0.9	0.7	-1	4
Cc1ccccc1NC(=O)c1ccccc1NC(=O)c1cccs1	0.3	0.8	2.2	0.5	0	1	-0.1	-1.4	-0.2	-4	1
CCc1nnc(NC(=O)c2ccc(S(=O)(=O)N3CCOCC3)cc2)s1	0.1	-0.5	1.8	0.1	-2	2	-0.2	-1.3	0.1	-1	2
Clc1ccc(C=NN2CCCCCC2)cc1	0.0	0.9	1.6	4.5	3	1	0.1	-0.7	1.6	0	2
O=C(Cc1coc2cc3c(cc12)CCC3)NCC1(N2CCCCC2)CCCCC1	-0.3	0.8	0.0	4.4	-5	2	-0.9	-0.9	0.4	0	3

Additional entries follow:
molecule	DAX1 inh-1	hcDAF12 agonist	hgDAF-12 ag	GAA850 FXN act	NPR2 activator	SMARCA2 activ	proKLK7 act	ssDAF-12 act	DAX1 inh-2	NPR1 activator	HGIII-sPLA2 inh
CCc1ccc(NC(=S)Nc2ccc3[nH]c(=O)[nH]c3c2)cc1	2.1	-1.4	0.3	3.6	0	-2	0.0	-1.6	-0.2	0	12
COc1ccccc1C(=O)Oc1ccc2ccc(=O)oc2c1	-0.4	-1.3	1.6	0.7	0	-1	356*	-1.1	-0.1	8	1
COc1ccc(C(=O)N[C@H](C(=O)NCC2CCCCC2)C(C)C)cc1	-0.9	-0.3	0.0	-0.3	4	-3	0.0	-0.7	-0.3	-3	1
CCc1ccccc1NC(=S)NCC1CCN(c2ccc(OC)cc2)C1 (stereo not given)	1.4	-2.1	-1.4	-2.2	-13	-1	0.1	-1.5	0.1	-11	9
CCCN(CC(=O)Nc1ccccc1OC)C(=O)c1ccc(S(=O)(=O)Nc2ccccc2OC)cc1	-0.5	0.2	-2.8	-1.1	-3	-3	-0.4	-1.3	-0.7	-10	-24
Cc1ccc(NC(=O)COC(=O)CN2CCSC2=O)cc1F	-0.1	0.5	-2.9	-1.5	0	-4	0.5	-0.9	0.1	6	-2
CCC1CCCCN1C(=O)CSc1nnc(-c2ccco2)o1 (stereo not given)	1.5	3.6	7.3	5.3	4	5	0.0	1.0*	1.6	1	-2
CN(C)c1ccc(NC(=O)Nc2cccc(Cl)c2)cc1	2.9	5.1	17*	3.0	-1	9.7*	-0.3	-0.3	2.0	1	-9
O=C(CN1C(=O)NC2(CCCC2)C1=O)Oc1ccc2ccc(=O)oc2c1	0.1	-0.3	0.6	-0.6	0	0	67*	-1.1	1.1	2	-5
CCOC(=O)c1cnn2cc(-c3[nH]ncc3[N+](=O)[O-])cnc12	-0.5	-3.2	-0.4	1.7	-8	3	-0.3	-1.0	0.1	1	-2
COc1ccc(OC)c(NC(=O)C2CCCN2C(=O)NC2CCCCC2)c1 (stereo not given)	-0.8	-0.4	0.9	-0.7	-2	3	0.4	-1.0	0.4	-5	0
CC1(c2ccccc2)NC(=O)N(Cc2ccc([N+](=O)[O-])cc2)C1=O (stereo not given)	-0.2	-0.1	-2.0	-0.7	-2	-3	-0.4	-1.5	-1.5	-4	7

More results follow.
molecule	DAX1 inh-1	hcDAF12 agonist	hgDAF-12 ag	GAA850 FXN act	NPR2 activator	SMARCA2 activ	proKLK7 act	ssDAF-12 act	DAX1 inh-2	NPR1 activator	HGIII-sPLA2 inh
O=[N+]([O-])c1ccccc1CNCCCCCO	0.3	-1.2	1.3	-0.1	-1	0	0.2	-0.9	-0.1	2	13
CCS(=O)(=O)Nc1ccc(NC(C)=O)cc1	2.0	0.9	-2.3	-0.7	2	-2	0.5	-0.9	-1.0	-2	5
Cc1nc(C(=O)Nc2ccccc2Cl)cc2c1[nH]c1ccccc12	1.0	-1.7	4.9	0.6	6	-1	0.0	-1.3	-0.8	11	-4
C/C(CC(=O)Nc1ccccn1)=N\NC(=O)c1cnccn1	1.5	4.5	2.2	1.0	4	5	-2.3	-0.1	-0.2	1	0
CCOC(=O)Cc1nnc(Nc2ccc(C(=O)NC)cc2)c2ccccc12	0.8	-1.9	-2.8	-0.2	2	-3	-1.0	0.1	0.6	3	-3
O=C(NCc1ccco1)c1cc2n(n1)C(C(F)(F)F)CC(c1ccc(Cl)c(Cl)c1)N2 (stereo not given)	0.4	-1.8	-1.4	-0.4	-8	-2	0.0	-1.7	-1.5	-4	0
CCN(CC)C(=O)CSc1nc2ccccc2c(=O)n1-c1cccc(OC)c1	-0.7	-0.8	-4.4	0.0	6	-4	0.1	-1.4	-1.0	5	0
O=C(OCc1nc2ccsc2c(=O)[nH]1)c1ccco1	2.4	-0.6	-1.0	1.6	3	-1	-0.3	-0.7	0.1	3	10
O=C(O)c1ccc(N2C(=O)CC(N3CCN(c4cccc(C(F)(F)F)c4)CC3)C2=O)cc1 (stereo not given)	0.3	-1.5	-2.7	-0.9	1	-2	0.0	-0.1	0.2	4	21*
COc1ccc(CC(=O)OCC(=O)Nc2ccc3c(c2)OCCO3)cc1OC	1.2	-1.2	-1.4	0.6	8	-1	0.0	-0.8	-0.1	-1	2
Cc1ccccc1OCC(=O)Nc1ccc(N2CCOCC2)cc1N1CCOCC1	-0.7	-0.9	-2.3	0.1	9	-4	-0.1	-1.4	-0.4	4	15
Cn1c(-c2ccc(Cl)cc2)cnc1NCc1cc2c(cc1[N+](=O)[O-])OCO2	-1.1	-1.2	-2.5	-2.3	-9	-6	0.0	-0.9	-0.5	-18	-11

(cont.)
molecule	DAX1 inh-1	hcDAF12 agonist	hgDAF-12 ag	GAA850 FXN act	NPR2 activator	SMARCA2 activ	proKLK7 act	ssDAF-12 act	DAX1 inh-2	NPR1 activator	HGIII-sPLA2 inh
O=C(COC(=O)c1ccc(Cl)cc1[N+](=O)[O-])NCc1ccco1	-0.4	-0.4	-1.2	1.6	-1	-2	0.4	-1.7	0.4	-1	14
S=C(NCCN(C1CCCCC1)C1CCCC1)Nc1cccc(Cl)c1	3.0	-1.9	0.7	-5.2	-7	-2	0.0	-0.7	-0.1	-15	8
CCOC(=O)C(C)(C)Sc1nc2c(cnn2-c2ccc(C)cc2)c(=O)[nH]1	-0.4	8.8*	1.7	0.2	-2	-4	-0.7	-1.1	0.0	-7	-24
CC(=O)N1c2ccc(S(=O)(=O)NCc3ccccc3Cl)cc2CC1C (stereo not given)	-0.2	-3.0	1.3	-2.2	2	-2	1.3	-1.7	-3.0	-1	-1
COc1cc2c(cc1OC)C(C)N(C(=O)c1cc(Cl)nc(Cl)c1)CC2 (stereo not given)	-3.9	-3.9	4.4	-4.8	-4	-2	0.0	-1.3	-1.4	-4	0
COc1cc(C(=S)N2CCCC2)ccc1OCc1ccccc1	-0.7	-0.5	4.5	1.1	7	6	0.0	-1.2	0.2	5	5
CCOC(=O)c1c(N)n[nH]c1-c1ccccc1	-1.1	0.3	-2.3	0.6	-1	-3	-0.4	-1.4	0.1	0	-3
Cc1ccc(/C=N/N2CCN(C3c4ccccc4-c4ccccc43)CC2)o1	0.8	2.3	-3.0	-0.7	-3	-3	0.1	-1.2	0.5	-1	5
COc1cc(C(=O)NC2CCCc3ccccc32)cc(OC)c1C (stereo not given)	-0.3	-2.2	-0.3	2.8	-1	-2	0.5	-1.1	-0.6	2	4
Cc1cc(C)nc(N/N=C/c2ccccc2OCc2ccc(Br)cc2)n1	1.7	-2.4	-0.9	3.1	-3	-3	-0.4	-1.7	0.5	1	0
O=[N+]([O-])/C(C(Cl)=C(Cl)Cl)=C(/Sc1ccccc1)N1CCCCC1	0.9	-0.4	-5.2	1.8	-1	-3	-0.3	-0.6	0.2	-14	15
Cc1nccn1CCC(=O)O	0.8	-1.3	-1.4	0.4	4	0	-0.2	-0.6	-0.2	1	8

Additional compounds follow.
molecule	DAX1 inh-1	hcDAF12 agonist	hgDAF-12 ag	GAA850 FXN act	NPR2 activator	SMARCA2 activ	proKLK7 act	ssDAF-12 act	DAX1 inh-2	NPR1 activator	HGIII-sPLA2 inh
Cc1ccc2nc3c(cc2c1)c(NS(=O)(=O)c1ccccc1)nn3CC(C)C	2.3	0.1	2.6	-0.2	-5	0	-0.3	-1.2	0.0	5	-3
O=[N+]([O-])c1ccc(C=NN2CCNC2=S)o1	-0.7	-1.2	-2.5	-0.3	0	-4	0.9	-0.9	-5.2	1	7
C=CCN(CC=C)CCOc1ccc2ccccc2c1	-1.1	0.7	0.4	3.2	-1	2	0.6	-1.0	-0.6	-1	0
Cc1[nH]c(C)c2c(=O)n(-c3ccccc3)ncc12	1.0	-0.7	-2.3	-1.5	-4	1	1.1	-0.7	0.0	-1	6
